MrgX1 antag = antagonists of human MrgX1 receptor, primary screen, HEK293 cells, Fluo-4 calcium flux | 310,000 tested, 1.3% active | Mas-related G-protein coupled receptor member X1 (Homo sapiens), Q96LB2 | B-score at 10 µM | BAM8-22 antagonism; hits give low values | AID 588676, 2011;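 active = calcium-response B-score plate-corrected more than 3 library SD below zero, starting fluorescence within 5 deviations, no agonist response on first addition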;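 note: peak minus trough fluorescence over baseline after final BAM8-22 challenge near maximal dose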
IEC-6 tox = cytotoxicity in IEC-6 intestinal epithelial cells, primary screen, cytotoxicity control for KLF5 inhibitor project, cell-based, luminescence; IEC-6 cytotoxicity, luminescence viability; inhibition, % at 5 µM; 290,000 tested, 0.78% active; in the data active = inhibition above about 22%;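 note: 0% = plate median of test compound wells and 100% = cytotoxic reference compound wells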
TRPC4 inh = inhibitors of mouse TRPC4 channel, primary screen, Fluo4 calcium, HEK293 TRPC4beta/mu-opioid cells. 300,000 tested, 0.39% active. B-score at 10 µM. DAMGO-evoked Fluo4 calcium flux; hits give low values;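 active = B-score over 3 SD under the library average, no early fluorescence shift, positive overall ratio signal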
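test system = HEK293 cells with stable TRPC4beta plus mu-opioid receptor expression | detection = Fluo4 Ca2+ flux fluorescence | read-out = integrated fluorescence ratio relative to baseline, converted to per-well B score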
TRPC4 agonist = activators of mouse TRPC4 channel, primary screen, Fluo4 calcium, HEK293 TRPC4beta/mu-opioid cells. AID 2237, 2010. B-score at 10 µM. 310,000 tested, 0.49% active. Fluo4 calcium fluorescence; hits give high values;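 active = B-score above 5 SD of library B-scores, and initial fluorescence ratio not above library mean plus 5 SD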;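 note: positive B-score marks a calcium rise read as TRPC4 activation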
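Material: TRPC4beta and mu-opioid receptor HEK293 stable cells | Incubation: 45 min room-temperature Fluo4 loading, 110 s read | Detection: Kinetic Fluo4 calcium fluorescence | Measure: Integrated baseline-normalised fluorescence ratio, converted to per-well B score | Benchmarks: Low control buffer alone, high control maximal DAMGO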
TRPC6 act = mouse TRPC6 channel activators, primary screen, cell-based, HEK293, membrane potential dye. HEK293-TRPC6 membrane potential dye fluorescence; hits give high values. B-score at 10 µM. 310,000 tested, 0.13% active;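 active = B-score of the integrated fluorescence ratio above library mean plus 3 SD, and starting fluorescence ratio within library mean plus 5 SD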;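 note: higher score means more depolarization so channel activation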
Target sequence (Q61143 whole entry, looked up): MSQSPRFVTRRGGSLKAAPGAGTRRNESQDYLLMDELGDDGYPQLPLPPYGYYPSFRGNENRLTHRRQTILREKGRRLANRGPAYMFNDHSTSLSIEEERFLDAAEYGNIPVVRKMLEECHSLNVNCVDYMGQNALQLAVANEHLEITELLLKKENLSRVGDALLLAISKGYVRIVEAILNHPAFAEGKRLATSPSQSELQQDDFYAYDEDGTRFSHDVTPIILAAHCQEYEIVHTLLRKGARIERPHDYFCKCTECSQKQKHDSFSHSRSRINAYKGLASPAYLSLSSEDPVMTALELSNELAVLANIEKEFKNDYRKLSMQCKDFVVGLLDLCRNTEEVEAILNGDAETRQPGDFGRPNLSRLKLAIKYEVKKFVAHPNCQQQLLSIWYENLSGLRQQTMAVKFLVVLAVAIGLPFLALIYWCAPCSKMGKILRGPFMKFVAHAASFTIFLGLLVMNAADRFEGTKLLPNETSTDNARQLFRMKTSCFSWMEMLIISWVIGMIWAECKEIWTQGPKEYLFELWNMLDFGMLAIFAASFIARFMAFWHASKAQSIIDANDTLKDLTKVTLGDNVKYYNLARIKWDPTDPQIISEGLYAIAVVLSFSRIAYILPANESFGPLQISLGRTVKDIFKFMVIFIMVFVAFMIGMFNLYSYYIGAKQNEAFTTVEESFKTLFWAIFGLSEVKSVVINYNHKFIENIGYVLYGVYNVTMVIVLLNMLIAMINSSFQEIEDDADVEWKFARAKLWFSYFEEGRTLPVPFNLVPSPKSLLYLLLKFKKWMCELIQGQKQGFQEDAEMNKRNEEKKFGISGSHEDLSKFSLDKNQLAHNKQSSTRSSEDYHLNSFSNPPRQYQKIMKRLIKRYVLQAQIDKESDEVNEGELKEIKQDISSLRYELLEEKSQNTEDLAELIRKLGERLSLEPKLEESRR
KLF5 inh = KLF5 expression inhibitors, primary screen, DLD-1 cells, luminescence; DLD-1 KLF5 promoter-luciferase reporter; inhibition, % at 5 µM; 290,000 tested, 0.23% active;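 active = inhibition above a per-plate limit of that plate's mean compound inhibition plus 3 SD, cut at about 60% in these data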;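 note: 0% = DMSO wells and 100% = LY294002 at 200 µM; higher means less KLF5 promoter-driven luciferase light; inactives centre near -14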
SKKanGAS inh = S. pyogenes SKKanGAS growth inhibitors in kanamycin, primary screen, streptokinase expression inhibitor project, SKKanGAS strain, BacTiter-Glo luminescence. 6 h. inhibition, % at 7.5 µM. 300,000 tested, 1.3% active. AID 1662, 2009;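 active = mean replicate score, as percent of positive control median, at least 50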;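 note: strain carries kanamycin resistance gene driven by streptokinase promoter and grows in 40 µg/ml kanamycin; loss of luminescence reflects streptokinase promoter inhibition or plain growth inhibition; 0% = median of DMSO wells and 100% = positive control at its reference dose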
aSyn 5UTR inh = MLPCN primary screen, SNCA 5' untranslated region; alpha-synuclein 5'UTR reporter, inhibitor activity; inhibition, % (tested at 7.5 µM); 300,000 tested, 0.82% active; AID 1813, 2009; in the data active = inhibition above about 60%;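 note: H4 neuroglioblastoma cells stably carrying SNCA 5'UTR luciferase fusion; 0% = DMSO wells and 100% = positive control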
TRPC4 potent = positive allosteric modulators of TRPC4, primary screen, cell-based, mouse TRPC4beta, HEK293 mu-opioid, Fluo-4 calcium; B-score at 10 µM; DAMGO EC20, Fluo-4 Ca2+ flux; hits give high values; 310,000 tested, 0.42% active; AID 2227, 2009; Short transient receptor potential channel 4 (Mus musculus), Q9QUQ5;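 active = B-score of calcium response area above 5 SD of library B-scores, with initial fluorescence ratio within 5 SD of library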;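 note: B-score of integrated fluorescence ratio over time as area under calcium response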
TRPC6 inhibitor = mouse TRPC6 channel inhibitors, primary screen, cell-based, HEK293, membrane potential dye; Short transient receptor potential channel 6 (Mus musculus), Q61143; ACh-evoked depolarization; hits give low values; B-score at 10 µM; 310,000 tested, 1.1% active; AID 2553, 2010;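 active = B-score under library mean minus 3 SD, initial fluorescence not abnormally high, positive integrated signal ratio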;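 note: B-score derived from integrated fluorescence ratio over the kinetic read; more negative B-score means stronger inhibition of depolarization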
HIF activator = HIF pathway transcriptional activators, primary screen, cell-based, U2OS HRE-luciferase, luminescence. activation, % at 7.5 µM (by protocol). U2OS HRE-luciferase reporter; normalized: DMSO 0%, desferrioxamine 100%. 300,000 tested, 0.32% active;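 active = mean activation of at least 10% of the iron chelator positive control signal, with at least half of replicates also reaching 10%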
Starred values were filed as active, the others as inactive; i = inactive; / = not tested or not shown.

mol	TRPC6 act	IEC-6 tox	KLF5 inh	TRPC6 inhibitor	aSyn 5UTR inh	SKKanGAS inh	TRPC4 inh	MrgX1 antag	TRPC4 potent	HIF activator	TRPC4 agonist
Cc1ccc(OCc2cc(C(=O)N3CCN(C)C[C@@H]3c3ccccc3)no2)cc1C	i	-4	-85	i	-106	1	i	i	i	5.3	i
O=C(NCCN1CCOCC1)c1c(F)c(F)c(F)c(F)c1F	i	0	-9	i	21	-1	i	i	i	-0.6	i
CC1CN(S(=O)(=O)c2cccc(-c3cn4ccccc4n3)c2)CC(C)O1 (stereo unspecified)	i	-2	-7	i	1	-3	i	i	i	0.5	i
Cc1ccccc1NC(=O)c1cc(S(=O)(=O)c2ccccc2)ccc1Cl	i	0	-15	i	21	-4	i	i	i	-0.3	i
CCOc1ccc(C(=O)NCC(=O)OCC(=O)N2CCCC2)cc1	i	-1	9	i	-13	-5	i	i	i	-0.3	i
CCN1CCCC1CNC(=O)c1ccc(N2CCCC2=O)cc1 (stereo unspecified)	i	4	-4	i	15	-1	i	i	i	0.1	i
COc1ccc2cc3cc(C(=O)N4CCN(c5ccccc5)CC4)oc3nc2c1	i	2	-8	i	-11	11	i	i	i	0.7	i
CCOc1cccc(-c2c(C(=O)N/N=C/c3cccs3)nnn2-c2nonc2N)c1	i	-3	-4	i	29	-12	i	i	i	0.1	i
O=[N+]([O-])c1cccc(/C=N/n2c(COc3ccccc3)n[nH]c2=S)c1	i	4	-18	i	32	-3	i	i	i	-0.6	i
O=C(CCC1CCCCC1)NCc1ccncc1	i	1	-6	i	7	-8	i	i	i	0.0	i
Cc1cccc(Nc2cnn(C34CC5CC(CC(CC(=O)O)(C5)C3)C4)c(=O)c2Cl)c1	i	-3	-12	i	1	-12	i	i	i	0.2	i
COc1cc(/C=C/C(=O)O)cc(S(=O)(=O)Nc2cc(Cl)c(Cl)cc2Cl)c1OC	i	-5	-34	i	-9	25	i	i	i	0.0	i
N=C1/C(=C/c2coc3ccccc3c2=O)C(=O)N=C2SC(c3ccco3)=NN12	i	-15	5	i	-3	25	i	i	i	-0.4	i
O=C(O)CNC(=O)c1ccc(S(=O)(=O)N2CCOCC2)cc1	i	-7	2	i	-2	-6	i	i	i	0.2	i
CN(CC1CCN(CCc2cccc(C(F)(F)F)c2)CC1)C(=O)c1ccc(F)cc1F	i	2	-33	i	22	-1	i	i	i	-0.1	i

Compound profiles, as listed above. Order of screens: TRPC6 act | IEC-6 tox | KLF5 inh | TRPC6 inhibitor | aSyn 5UTR inh | SKKanGAS inh | TRPC4 inh | MrgX1 antag | TRPC4 potent | HIF activator | TRPC4 agonist
CCN1CCCC1CNC(=O)c1ccc(N2CCCC2=O)cc1 (stereo unspecified) is listed as i | 4 | -4 | i | 15 | -1 | i | i | i | 0.1 | i
O=C(O)CNC(=O)c1ccc(S(=O)(=O)N2CCOCC2)cc1 is listed as i | -7 | 2 | i | -2 | -6 | i | i | i | 0.2 | i
Cc1cccc(Nc2cnn(C34CC5CC(CC(CC(=O)O)(C5)C3)C4)c(=O)c2Cl)c1 is listed as i | -3 | -12 | i | 1 | -12 | i | i | i | 0.2 | i
CN(CC1CCN(CCc2cccc(C(F)(F)F)c2)CC1)C(=O)c1ccc(F)cc1F is listed as i | 2 | -33 | i | 22 | -1 | i | i | i | -0.1 | i
O=C(NCCN1CCOCC1)c1c(F)c(F)c(F)c(F)c1F is listed as i | 0 | -9 | i | 21 | -1 | i | i | i | -0.6 | i

The list continues:
mol	TRPC6 act	IEC-6 tox	KLF5 inh	TRPC6 inhibitor	aSyn 5UTR inh	SKKanGAS inh	TRPC4 inh	MrgX1 antag	TRPC4 potent	HIF activator	TRPC4 agonist
COc1ccc(NC(=O)c2ccc(S(=O)(=O)NCc3cccnc3)cc2)cc1	i	4	-41	i	-33	21	i	i	i	0.1	i
Cc1csc(SCCn2c(N3CCOCC3)nc3c2c(=O)[nH]c(=O)n3C)n1	i	2	-19	i	-22	-2	i	i	i	0.1	i
CC(=O)Nc1ccc(S(=O)(=O)N2CCN=C2SCc2ccc(F)cc2)cc1	i	-6	-27	i	12	5	i	i	i	-0.2	i
N#Cc1cccc(C(=O)OCC(=O)N2CCCc3ccccc32)c1	i	/	/	i	-3	-4	i	i	i	-0.4	i
Cc1ccc[n+](CC(=O)/C=C2\N(C)c3ccccc3C2(C)C)c1	i	6	6	i	-6	2	i	i	i	-0.9	i
O=C(COC(=O)c1cccs1)Nc1cccc(S(=O)(=O)NC2=NCCCCC2)c1	i	-4	-16	i	0	7	i	i	i	-0.6	i
COc1ccc(C(=O)C2CCCN(C(=O)c3ccc(C(C)=O)s3)C2)c(C)c1 (stereo unspecified)	i	-2	-7	i	8	-2	i	/	i	-0.4	i
CCC(=O)Nc1ccc2c(c1)nc(CCN1CCN(C)CC1)n2C	i	1	9	i	8	-4	i	i	i	-0.4	i
NNC(=O)COc1ccc(-c2n[nH]c(C(F)(F)F)c2-c2ccc(Br)cc2)c(O)c1	i	-5	-31	i	4	15	i	i	i	-0.3	i
CNc1ccccc1C(C)(C)c1cc(-c2ccc(F)cc2)no1	i	-1	-18	i	0	5	i	i	i	-0.7	i
CCOC(=O)c1[nH]ncc1CN1CCCC(C(=O)c2ccc(OC)c(OC)c2)C1 (stereo unspecified)	i	-1	-17	i	13	-7	i	i	i	-0.5	i
Cc1cccc(C)c1NC(=O)NN=C1CCCCC1	i	-2	-1	i	4	5	i	i	i	-0.6	i
O=C(NNC(=O)C1CC1c1ccccc1)c1cccc([N+](=O)[O-])c1 (stereo unspecified)	i	2	-25	i	-27	3	i	i	i	0.1	i
O=C(NCc1ccccc1)[C@H]1C[C@@H]1[C@H](NP(=O)(c1ccccc1)c1ccccc1)c1ccccc1	i	-3	2	i	-11	4	i	i	i	-0.4	i
CN(C)c1ccc(/C=c2/sc3n(c2=O)NC2(c4ccccc4)N(C)C(=O)N(C)C2(c2ccccc2)N=3)cc1 (stereo unspecified)	i	-7	-7	i	13	15	i	i	i	-0.5	i

(cont.)
mol	TRPC6 act	IEC-6 tox	KLF5 inh	TRPC6 inhibitor	aSyn 5UTR inh	SKKanGAS inh	TRPC4 inh	MrgX1 antag	TRPC4 potent	HIF activator	TRPC4 agonist
C=CCN1C(=O)c2ccc(C(=O)NCC(c3ccccc3)N(C)C)cc2C1=O (stereo unspecified)	i	5	-6	i	-8	1	i	i	i	0.1	i
Cc1ccccc1C(=O)NC(=S)NCC1CCCO1 (stereo unspecified)	i	2	-16	i	19	0	i	i	i	0.7	i
CCOc1cc(C(=O)OCc2ccc([N+](=O)[O-])cc2)ccc1OCC(=O)N1CCOCC1	i	/	/	i	14	-3	i	i	i	1.2	i
O=C(COC(=O)c1cccc(Br)c1)Nc1ccc2[nH]c(=O)[nH]c2c1	i	/	/	i	6	3	i	i	i	-1.0	i
COc1ccc(NC(=O)c2cccc(S(=O)(=O)N3CCN(C)CC3)c2)c(OC)c1	i	-8	17	i	3	-3	i	i	i	0.5	i
Cc1ccc(C)c(NC(=O)CN(C)C(=O)c2ccccc2Cc2ccccc2)c1	i	/	/	i	9	1	i	i	i	0.3	i
O=C(NC1CCS(=O)(=O)C1)C1C2CC3CC(C2)CC1C3 (stereo unspecified)	i	0	21	i	17	-2	i	i	i	-0.4	i
COC(=O)c1cc(S(=O)(=O)NCC2CCN(Cc3ccc(F)cc3)CC2)cn1C	i	-10	2	i	8	2	i	i	i	/	i
COc1ccccc1C1/C(=C(/O)c2ccc(C)cc2)C(=O)C(=O)N1CC(C)O (stereo unspecified)	i	-4	7	i	-2	-6	i	i	i	-0.2	i
CC(=O)c1cccc(-n2nnnc2SCC(=O)NNC(=O)C2CCCCC2)c1	i	1	-36	i	6	7	i	i	i	-1.0	i
Cn1c(=O)c2c(nc(NCc3ccco3)n2CC(O)COc2ccccc2)n(C)c1=O (stereo unspecified)	i	-2	-5	i	9	-6	i	i	i	-0.1	i
CN(C)C(C)(C)C#CCC(c1ccccc1)c1ccccc1	i	-5	-11	i	6	-1	i	i	i	0.0	i
CCOC(=O)c1cc(C)nn1-c1nc(Cl)cc(OC)n1	i	-3	-4	i	8	3	i	i	i	-0.3	i
CCOC(=O)Cc1nnc(NC(=O)CSc2ncc(-c3ccccc3)nn2)s1	i	7	-28	i	20	0	i	i	i	-0.6	i
COc1ccc(Br)cc1C(=O)Nc1cccc(-c2nnc(-c3ccco3)o2)c1	i	1	-14	i	6	14	i	i	i	1.3	i

New compounds follow.
mol	TRPC6 act	IEC-6 tox	KLF5 inh	TRPC6 inhibitor	aSyn 5UTR inh	SKKanGAS inh	TRPC4 inh	MrgX1 antag	TRPC4 potent	HIF activator	TRPC4 agonist
O=c1[nH]c(CN(CCc2ccccc2)S(=O)(=O)c2ccc(Cl)cc2)nc2ccccc12	i	-9	-20	i	-4	3	i	i	i	0.1	i
O=C(c1cc(Cl)ccc1Cl)N1CCN(Cc2ccccc2)CC1	i	4	-38	i	22	0	i	i	i	-6.2	i
O=C1CCCC/C1=C/Nc1ccc(C(=O)O)cc1	i	1	6	i	-72	0	i	i	i	0.9	i
Cc1nc(NC(=O)CCC(=O)O)sc1C(=O)N(C)C	i	-6	-17	i	9	-14	i	i	i	2.5	i
CC(OC(=O)c1cccnc1Cl)C(=O)Nc1ccc(S(N)(=O)=O)cc1 (stereo unspecified)	i	3	7	i	7	13	i	i	i	-0.6	i
O=C1c2cccc3cc([N+](=O)[O-])cc(c23)C(=O)N1CCN1CCCC1	i	100*	61	i	98*	-1	i	/	i	-1.2	i
CCC1C(C#N)=C(SC)NC2=C1C(=O)CC(C)(C)C2 (stereo unspecified)	i	1	-26	i	-11	-4	i	i	i	-0.4	i
